# ASAP1 GAP inh – inhibitors of human ASAP1 ArfGAP activity, primary screen, biochemical, fluorescence polarization; AID 624377, 2012; inhibition, % at 16.5 µM; hit rate 0.19% among 360,000; ASAP1-stimulated ARF1 GTP hydrolysis, GDP FP detection; Arf-GAP with SH3 domain, ANK repeat and PH domain-containing protein 1 (Homo sapiens), …; in the data active = inhibition above about 25%;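 also: 0% = vehicle with enzyme and substrate and 100% = no enzyme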
# NPR1 activator – GC-A stimulated cGMP production enhancers – HEK293 GC-A cells, cGMP TR-FRET, EC30 ANP, primary screen | Atrial natriuretic peptide receptor 1 (Homo sapiens), P16066 | 0% at EC30 ANP, 100% saturating ANP | activation, % at 10 µM | hit rate 0.14% among 370,000 | AID 1671463, 2021; in the data active = activation above about 40%
# GC-B act – human GC-B receptor activators, primary screen, HEK293 GC-B cells, cGMP TR-FRET, EC30 CNP; 0% at EC30 CNP, 100% saturating CNP; activation, % at 10 µM; hit rate 0.11% among 370,000;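 active = activation at 10 µM reaching about 35% in either raw or pattern-adjusted values, limit read from the data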
# HTRA1 inhibitor – HTRA1 serine protease inhibitors, primary screen, biochemical, fluorescence polarization, HTS; Q92743; recombinant HTRA1, FP-rhodamine activity-based probe; inhibition, % at 5.96 µM; hit rate 0.5% among 340,000; AID 504803, 2011; in the data active = inhibition above about 36%;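 also: 0% = enzyme with DMSO and 100% = wells lacking enzyme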
# rCAG binder – binders of r(CAG) RNA repeats, primary screen, biochemical, fluorescence; r(CAG) RNA repeat, TO-PRO-1 dye displacement fluorescence; inhibition, % at 3 µM; hit rate 1.3% among 370,000;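 active = inhibition above the plate cutoff, the mean of all test compounds on that plate plus 3 SD, cut at about 35% in these data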;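 also: 0% = DMSO alone and 100% = 100 µM mitoxantrone as full dye displacement; higher means more dye released from RNA so lower well fluorescence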
# SMARCA2 activ – SMARCA2 (BRM) function activators, primary screen, cell-based, luminescence, high throughput; AID 652017, 2013; activation, % at 9.1 µM; hit rate 1% among 370,000; MG213 cells, MMTV-luciferase reporter, dexamethasone, overnight; in the data active = activation above about 7.8%;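 also: 0% = vehicle wells and 100% = reference activator wells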
# PG9 binder – binders of HIV-1 gp120 antibody PG9, primary screen, biochemical, TR-FRET; HIV-1 gp120 / PG9 antibody interaction; AID 624416, 2012; TR-FRET gp120-PG9 antibody binding; inhibition, % at 6.7 µM; hit rate 0.43% among 360,000; in the data active = inhibition above about 8.5%
# ARFGAP1 inhibitor – inhibitors of rat ARFGAP1 GAP activity, primary screen, biochemical, fluorescence polarization, GDP tracer. AID 651572, 2012. ADP-ribosylation factor GTPase-activating protein 1 (Rattus norvegicus), Q62848. inhibition, % at 16.5 µM. hit rate 0.26% among 360,000. Arfgap1-stimulated ARF1 GTP hydrolysis, GDP FP detection;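 active = inhibition above a per-plate limit, mean inhibition of low control wells plus 3 SD, cut at about 25% in these data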;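 also: 0% = DMSO wells with enzyme and 100% = wells lacking Arfgap1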
# Target sequence (Q62848 1-136 limits assumed): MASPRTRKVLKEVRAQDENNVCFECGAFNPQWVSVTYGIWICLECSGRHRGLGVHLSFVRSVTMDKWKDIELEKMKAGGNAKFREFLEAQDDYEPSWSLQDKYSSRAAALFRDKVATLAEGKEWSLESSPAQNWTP
#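 system = rat Arfgap1 catalytic domain, aa 1-136 | technique = FP, GDP Alexa 633 tracer displaced from anti-GDP antibody, 620/688 nm | compound = one concentration, 16.5 µM, DMSO 1.26% | medium = HEPES-based buffer, pH 7.5 | timing = compound-enzyme preincubation 20 min, reaction 120 min, detection 60 min, 25 °C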
# NR1D1 modulator – modulators of Rev-erb alpha DNA binding, primary screen, biochemical, FITC-DNA, fluorescence polarization, uHTS; Nuclear receptor subfamily 1 group D member 1 (Homo sapiens), P20393; Rev-erbα–FITC-DNA binding, 90 min; activity, % at 10 µM; hit rate 0.79% among 370,000;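 active = activity above about 14%, limit read from the data; passing the limit was not always enough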;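 also: 0% = DMSO wells with 35 nM protein and 100% = DMSO wells with 750 nM protein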
# Target sequence (P20393 whole entry, looked up): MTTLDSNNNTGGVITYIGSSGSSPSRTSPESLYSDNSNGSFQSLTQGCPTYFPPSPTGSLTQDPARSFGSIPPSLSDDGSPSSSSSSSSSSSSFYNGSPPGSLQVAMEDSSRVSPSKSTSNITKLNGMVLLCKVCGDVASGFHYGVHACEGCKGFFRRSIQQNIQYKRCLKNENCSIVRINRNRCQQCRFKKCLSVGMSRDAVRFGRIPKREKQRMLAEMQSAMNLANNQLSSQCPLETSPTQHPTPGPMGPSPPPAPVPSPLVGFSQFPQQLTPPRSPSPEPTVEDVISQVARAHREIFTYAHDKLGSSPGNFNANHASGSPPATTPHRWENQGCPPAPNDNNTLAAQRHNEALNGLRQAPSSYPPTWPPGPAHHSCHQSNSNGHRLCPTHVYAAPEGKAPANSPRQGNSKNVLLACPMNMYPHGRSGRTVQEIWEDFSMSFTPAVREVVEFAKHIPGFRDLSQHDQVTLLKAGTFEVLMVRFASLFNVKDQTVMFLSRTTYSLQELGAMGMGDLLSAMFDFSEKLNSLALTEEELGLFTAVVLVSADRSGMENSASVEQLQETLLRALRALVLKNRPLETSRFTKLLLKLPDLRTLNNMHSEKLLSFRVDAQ
# mABHD4 FP – ABHD4 inhibitors, primary screen, biochemical, fluorescence polarization, mouse; (Lyso)-N-acylphosphatidylethanolamine lipase (Mus musculus), Q8VD66; purified mABHD4, FP-Rh probe fluorescence polarization; inhibition, % at 8.92 µM; hit rate 0.54% among 370,000; AID 720543, 2013;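 active = inhibition exceeding the mean over every tested compound plus 3 SD, cut at about 30% in these data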;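 also: 0% = plate median of compound wells and 100% = S159A mutant with DMSO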
# Target sequence (Q8VD66 whole entry, looked up): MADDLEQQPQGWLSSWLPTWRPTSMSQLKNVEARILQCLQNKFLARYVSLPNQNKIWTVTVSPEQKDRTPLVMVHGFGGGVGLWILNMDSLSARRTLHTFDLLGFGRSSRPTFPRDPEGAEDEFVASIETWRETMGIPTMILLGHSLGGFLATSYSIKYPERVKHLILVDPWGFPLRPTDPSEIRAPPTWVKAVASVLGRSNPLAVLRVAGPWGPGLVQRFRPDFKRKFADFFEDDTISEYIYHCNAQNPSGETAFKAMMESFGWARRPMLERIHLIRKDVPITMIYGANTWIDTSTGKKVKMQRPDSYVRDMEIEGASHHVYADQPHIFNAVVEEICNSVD
#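 Assay system: Wild-type mouse ABHD4 protein | Medium: HEPES pH 7.0 buffer, 150 mM NaCl, 0.01% Pluronic F-127 | Incubation: Enzyme–compound pre-incubation 45 min, then probe 60 min, both 25 °C | Technique: Fluorescence polarization with parallel and perpendicular emission, 525/598 nm | Evaluation: % inhibition of FP-Rh probe binding versus controls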
# An asterisk follows results filed as active; · = not tested or not shown. Rows are unselected; any-hit rate near 4.4%.
SMILES,ASAP1 GAP inh,NPR1 activator,GC-B act,HTRA1 inhibitor,rCAG binder,SMARCA2 activ,PG9 binder,ARFGAP1 inhibitor,NR1D1 modulator,mABHD4 FP
COc1cccc(NC(=O)c2ccc3c(c2)CCCC3)c1,-4.4,2.6,-4.1,-12.2,0.0,3.4,0.0,-6.2,-1.9,-6.6
CS(=O)(=O)c1ccc(Nc2nc(C(N)c3ccccc3Cl)cs2)cc1 (stereo unspecified),2.1,-5.0,-2.8,·,5.4,-2.0,0.5,2.8,-0.4,-10.5
N#Cc1ccccc1NC(=O)CN1C(=O)NC(Cc2c[nH]c3ccccc23)C1=O (stereo unspecified),6.8,-1.9,9.7,12.2,5.4,5.1,-2.2,-6.6,-0.8,9.5
c1ccc(-c2nc3ccccn3c2NCc2ccc3c(c2)OCO3)cc1,-1.9,7.0,-0.5,5.9,-0.9,-1.2,-6.4,0.9,1.5,6.2
CN(C)CCN1C(=O)C(=O)/C(=C(/O)c2ccc(F)cc2)C1c1ccccc1 (stereo unspecified),-7.4,-2.4,1.1,7.5,1.6,0.5,0.1,-8.9,-3.8,4.2
NC1=NN=C(N2N=C(c3ccc(Br)cc3)CC2(O)C(F)(F)F)n2ncnc2C1 (stereo unspecified),1.4,2.8,-4.7,23.1,1.4,-2.7,0.4,-5.3,-3.0,-5.6
CCOc1ccc(NC(=O)CCNC(=O)c2ccc(Br)cc2)cc1,6.5,-1.2,-5.3,1.0,0.3,2.4,0.5,2.9,-3.5,-6.2
CS(=O)(=O)N(CCc1ccccc1)CC(=O)NCc1ccccc1Cl,6.2,-7.7,-0.4,-4.6,-5.7,-3.1,-1.9,-9.2,-3.0,2.1
COc1cc(-c2nn3c(-c4cccc(C)c4)nnc3s2)cc(OC)c1OC,5.3,8.6,6.9,0.0,8.0,-2.0,-0.3,6.9,-0.3,-0.9
CCOC(=O)N1CCN(C(=O)C[C@@H]2C[C@@]3(C(=O)OC)CC(C)(C)CC=C3N(Cc3ccco3)C2=O)CC1,-3.1,1.8,0.1,·,-0.6,3.8,-0.5,10.1,-4.4,3.9
Cc1cc(C(=O)Nc2cc(S(C)(=O)=O)ccc2Cl)c(C)o1,10.3,1.4,9.3,10.6,3.0,-1.4,-1.1,2.5,-4.2,-0.1
Cc1ccccc1NC(=O)CC1c2ccccc2CC(C)(C)N1C (stereo unspecified),0.5,-10.7,1.6,0.4,-6.3,0.2,-1.1,4.4,-0.3,6.3
CNS(=O)(=O)c1cccc(C(=O)OCC(=O)Nc2ccc3ccccc3c2)c1,-6.9,0.6,-4.0,-9.1,6.3,-1.6,-0.9,2.1,4.2,3.8
Cc1ccc(OCc2nnc(SCC(=O)Nc3ccc(S(N)(=O)=O)cc3)n2-c2ccc(Cl)cc2)cc1,·,-0.3,-3.8,·,10.8,-4.6,·,·,-0.2,0.4
CN(Cc1ccc(OC(F)F)cc1)C(=O)c1ccc2nccnc2c1,5.4,1.1,5.5,6.8,-1.7,-1.8,-2.2,2.5,2.0,-2.4
O=C1OC(c2ccccc2)=CC1=Cc1ccccc1O,-1.0,-3.4,-2.7,1.4,14.6,-3.7,2.4,-0.8,-1.8,6.8
CCOC(=O)[C@@]12CCC3=C1N(CCC3)C(=O)[C@H](CC(=O)N1CCN(C(=O)c3ccco3)CC1)C2,·,1.9,-2.2,·,4.5,-1.0,·,·,1.3,2.4
CC(C)CNC1=C(C(=S)Nc2ccccc2)C(=O)CC(C)(C)C1,-10.5,-0.8,1.4,-31.5,-7.1,-5.0,-1.9,-10.4,3.7,-5.9
CN(C)c1ccc(/C=C/C(=O)c2ccc3c(c2)OCO3)cc1,8.6,0.9,0.8,-5.7,4.5,8.0*,-1.9,8.1,12.2,-21.5
CSc1ccc(-c2ccc3c(c2)c(Sc2ccccc2)c(-c2ccccc2)n3C)cc1,-1.7,-3.1,-0.8,·,1.7,-2.0,-0.9,-2.8,17.5*,-4.6
CCOC(=O)Cn1cncc1-c1ccc([N+](=O)[O-])cc1,6.9,1.3,3.7,-1.7,3.0,12.7*,-1.3,0.0,-1.3,-7.3
Cc1nnc(SCC(=O)Nc2cc(C(F)(F)F)ccc2Cl)n1C,6.2,-1.9,-5.8,2.5,-2.9,-0.3,1.9,-2.1,-1.3,-0.3
Cc1ccc(Cn2ccc(NC(=O)c3cc(CC(C)C)on3)n2)cc1,6.0,-2.2,0.3,-41.2,-1.0,-1.1,0.8,7.2,4.6,-3.6
O=C(O)COc1ccccc1/C=C1\SC(=S)N(/N=C/c2ccccc2O)C1=O,9.7,-2.7,-1.4,9.2,11.0,3.8,-1.5,0.5,1.4,7.7
CCC1(c2ccccc2)NC(=O)N(CC(=O)Nc2ccc(S(=O)(=O)Nc3ncccn3)cc2)C1=O (stereo unspecified),-8.5,3.1,2.3,7.7,11.5,-2.0,0.0,4.4,-2.8,-7.9
SMILES,ASAP1 GAP inh,NPR1 activator,GC-B act,HTRA1 inhibitor,rCAG binder,SMARCA2 activ,PG9 binder,ARFGAP1 inhibitor,NR1D1 modulator,mABHD4 FP
CN(C(=S)NC(=O)C1CC1)c1ccc(O)cc1,-7.2,-1.0,-0.6,6.4,2.1,-1.1,-2.2,13.5,-1.1,30.2*
COc1ccc(NC(=O)C2CCN(S(=O)(=O)c3c(C)nn(C)c3C)CC2)cc1,1.7,8.7,4.7,-0.6,-1.9,2.9,-1.6,9.5,-3.4,-2.0
Cc1ccc(OCC(=O)NCCCNC(=O)c2ccncc2)cc1C,3.2,-4.7,-1.4,-2.0,-0.8,-2.7,-0.5,22.7,2.7,-2.2
COc1ccc(CN(C(=O)CNC(=O)c2ccco2)C(C(=O)NC2CCCC2)c2ccco2)cc1 (stereo unspecified),11.3,-9.1,-7.0,-7.8,-0.7,-1.7,-1.6,7.8,3.2,2.6
COc1ccc2[nH]c(C(=O)O)c(NS(=O)(=O)c3ccc(C)c(C)c3)c2c1,-14.6,2.7,2.5,6.5,43.5*,-0.8,-0.5,-3.4,5.5,8.9
CSc1ccccc1NC(=O)c1ccc(CN2CCOCC2)cc1,-4.0,0.5,1.0,·,-7.8,2.6,2.3,0.7,1.3,-2.2
CCN(C(=O)c1cnc(NC(C)C)cc1C(F)(F)F)c1ccc(Cl)cc1,2.7,-16.1,-8.3,12.0,-8.5,-0.8,-1.6,8.7,1.2,8.0
O=C(COc1ccc(F)cc1Cl)Nc1cccc(S(=O)(=O)N2CCCC2)c1,1.9,5.7,1.1,-11.6,1.5,0.1,0.7,-5.7,2.0,-3.9
COc1ccc2cnn(-c3ccccc3C)c(=O)c2c1OC,-1.5,3.4,0.3,7.2,-2.6,0.0,-0.3,-9.1,7.2,4.4
CC(C)CNC(=O)[C@H]1N2C(=O)c3ccccc3C2SC1(C)C (stereo partly specified),18.0,0.9,-2.1,2.2,1.9,-3.5,3.6,-11.1,-0.7,-1.1
Cc1ccc(O)c(C2=Nc3ccccc3N=C(c3ccc([N+](=O)[O-])cc3)C2)c1,4.8,0.7,-3.2,5.0,-4.3,-1.8,-1.0,-0.6,2.9,0.1
CC(C)(C)c1cc(NC(=O)COc2ccc(Br)cc2)n(-c2ccccc2)n1,-5.3,-1.2,-1.2,-21.9,-4.2,-1.8,-5.8,9.6,2.4,-13.4
CCOC(=O)C1CCN(C(=O)CSc2ccccc2)CC1,-5.8,1.0,0.5,3.2,-2.0,-0.7,1.2,-6.2,0.7,1.7
COc1ccc(CCCc2n[nH]c(=S)o2)cc1C,-7.2,-0.7,6.3,4.2,3.7,-4.3,0.0,-5.8,4.3,-3.4
CCCCOc1ncnc2c1[nH]c1ccc(C)cc12,2.9,1.7,4.0,·,-1.7,-4.1,1.2,-3.5,0.1,-0.3
O=C(C1CCCN(S(=O)(=O)c2cccc3nsnc23)C1)N1CCc2ccccc2C1 (stereo unspecified),5.0,-5.9,-2.9,-9.9,2.5,-2.3,-0.1,-1.9,3.2,-17.1
OC1(c2cccc(C(F)(F)F)c2)CCN(c2ncnc3c2[nH]c2ccccc23)CC1,-4.2,-0.7,-2.9,-45.9,0.2,-3.5,-0.9,12.9,4.6,7.9
COc1ccc(-c2csc(NC(C)c3nc4cc(C(F)(F)F)ccc4n3CCOCCO)n2)cc1 (stereo unspecified),-4.5,3.0,1.0,-4.4,0.7,-2.1,0.8,4.8,-2.7,-10.5
CCn1nnc2cc(C(=O)Nc3cc(Cl)ccc3C)ccc21,7.4,-1.5,-7.3,-7.1,2.9,-1.8,-0.2,12.2,-8.5,-2.4
Cc1ccccc1NC(=O)c1cccc(C(=O)Nc2ccccc2C)n1,1.4,-2.3,-8.9,1.4,-6.3,-1.4,-1.6,-10.7,-5.1,-5.6
Cc1ccc(-n2nnnc2SCc2nc3sc(C)c(C)c3c(=O)[nH]2)cc1,8.6,-2.3,-1.2,-1.8,2.4,-2.6,-1.4,-4.7,-3.7,3.8
O=C(Nc1cc(=O)[nH]c(=O)[nH]1)c1cccc(Br)c1,-2.8,-3.1,-10.0,5.5,1.6,-1.7,-1.8,5.4,2.7,-3.8
Cc1cc(C)c(NC(=O)CSc2nc3ccc(NC(=O)CSc4nnnn4Cc4ccccc4)cc3s2)c(C)c1,-10.4,1.1,-0.6,-16.3,28.3,-0.5,1.4,24.8*,-2.3,-11.5
Cc1ccccc1N(CC(=O)NCCSC1CCCCC1)S(=O)(=O)c1ccccc1,-8.2,-0.5,4.3,-19.4,-7.3,0.5,-2.6,-7.1,5.0,-2.5
CC(=O)NN1C(=O)/C(=C\c2ccc(O)cc2)SC1=S,0.7,-3.5,-1.6,-50.5,-39.4,-1.9,-5.9,-6.7,20.4*,-26.3

# 3 compounds already listed, ordered by length of the SMILES, rising.
SMILES,ASAP1 GAP inh,NPR1 activator,GC-B act,HTRA1 inhibitor,rCAG binder,SMARCA2 activ,PG9 binder,ARFGAP1 inhibitor,NR1D1 modulator,mABHD4 FP
CSc1ccccc1NC(=O)c1ccc(CN2CCOCC2)cc1,-4.0,0.5,1.0,·,-7.8,2.6,2.3,0.7,1.3,-2.2
COc1ccc2[nH]c(C(=O)O)c(NS(=O)(=O)c3ccc(C)c(C)c3)c2c1,-14.6,2.7,2.5,6.5,43.5*,-0.8,-0.5,-3.4,5.5,8.9
OC1(c2cccc(C(F)(F)F)c2)CCN(c2ncnc3c2[nH]c2ccccc23)CC1,-4.2,-0.7,-2.9,-45.9,0.2,-3.5,-0.9,12.9,4.6,7.9

# Screening results: PubChem, several laboratories
